Screens as filed in PubChem BioAssay.
pPAFAH FP inh: pPAFAH (human) enzyme inhibition. inhibition, % at 3.39 µM. actives 1.5% (n = 330,000). recombinant pPAFAH, FP-rhodamine probe fluorescence polarization;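 active = inhibition above the mean inhibition across the screen plus 3 SD, cut at about 25% in these data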;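 note: inhibitors block binding of the rhodamine activity-based probe so polarization drops; 0% = enzyme with DMSO and 100% = wells lacking pPAFAH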
PME-1 inh: PME-1 (human) inhibition | Q9Y570 | recombinant PME-1, FP-Rh probe fluorescence polarization | inhibition, % at 5.9 µM | actives 0.53% (n = 320,000) | AID 2130;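 active = inhibition above the campaign mean of all compounds plus 3 SD, cut at about 26% in these data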;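 note: competitive labeling of PME-1 active site by serine hydrolase directed probe; 0% = PME-1 with DMSO and 100% = wells lacking PME-1 enzyme; inhibitors block probe labeling so polarization falls and inhibition rises; many of its hits are not listed in these tables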
Fam108B counter: Fam108B inhibition, counter-screen for RBBP9 inhibitors | AID 1947 | inhibition, % at 9.51 µM | actives 0.33% (n = 300,000) | recombinant Fam108B, FP-Rh probe fluorescence polarization;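 active = inhibition above the screen mean inhibition plus 3 SD, computed separately per campaign, cut at about 18% in these data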;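 note: inhibitors lower polarization as less probe binds the enzyme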
PAFAH1B2 FP inh: PAFAH1B2 (human) inhibition. actives 1.2% (n = 340,000). inhibition, % at 3.39 µM. P68402. recombinant PAFAH1B2, FP-rhodamine activity probe, fluorescence polarization;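 active = inhibition above the mean of all tested compounds plus 3 SD, cut at about 24% in these data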;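 note: 0% = enzyme with DMSO and 100% = wells lacking PAFAH1B2; many of its hits are not listed in these tables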
Target sequence (P68402 whole entry, looked up): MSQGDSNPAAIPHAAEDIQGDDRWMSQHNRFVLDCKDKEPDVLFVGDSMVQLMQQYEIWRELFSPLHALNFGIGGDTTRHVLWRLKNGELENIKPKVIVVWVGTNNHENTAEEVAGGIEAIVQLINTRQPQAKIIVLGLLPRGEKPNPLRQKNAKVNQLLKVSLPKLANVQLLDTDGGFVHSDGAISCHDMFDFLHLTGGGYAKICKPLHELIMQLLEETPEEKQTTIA
BCLXL inh: Bcl-xL (human) inhibition | Q07817 | GST-Bcl-xL / FITC-Bim BH3 peptide fluorescence polarization | AID 2129 | inhibition, % at 10.9 µM | actives 0.7% (n = 320,000);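 active = inhibition above the mean of all tested compounds plus 3 SD, cutoff set per campaign, cut at about 30% in these data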;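 note: 0% = DMSO wells and 100% = unlabeled Bim-BH3 peptide competitor; inhibitors lower millipolarization by displacing the labeled peptide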
Target sequence (Q07817 whole entry, looked up): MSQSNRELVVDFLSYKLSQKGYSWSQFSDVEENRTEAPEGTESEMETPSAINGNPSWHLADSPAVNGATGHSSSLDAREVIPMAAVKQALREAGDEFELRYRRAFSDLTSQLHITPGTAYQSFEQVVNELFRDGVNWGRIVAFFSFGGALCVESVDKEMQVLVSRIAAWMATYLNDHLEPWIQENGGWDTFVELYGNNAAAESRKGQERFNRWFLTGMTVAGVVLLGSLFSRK
AHR activator: human AHR activation; P35869; AHR-responsive luciferase reporter cells, luminescence; activation, % at 5 µM; actives 2.5% (n = 320,000); in the data active = activation above about 47%;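 note: 0% = vehicle wells and 100% = reference agonist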
GLD-1 TGE inh: GLD-1-TGE RNA interaction inhibition (C. elegans). Q17339. purified GLD-1 + fluorescein TGE RNA, fluorescence polarization. inhibition, % at 5.96 µM. actives 0.44% (n = 320,000). AID 2280;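 active = percent inhibition above a per-plate cutoff, the plate mean of test compounds plus 3 SD, cut at about 30% in these data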;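 note: 0% = DMSO wells with GLD-1 and probe and 100% = wells lacking GLD-1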
MEX-5 binding: C. elegans MEX-5 TCR-2 RNA binding activity; Q9XUB2; MEX-5/FITC-TCR2 RNA binding, fluorescence polarization; stronger effect = lower value; activity score (negative = inhibition of binding), % at 10 µM; actives 0.38% (n = 300,000); AID 1832;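 active = inhibition past about -25% in most replicates, and total fluorescence under double the plate's negative control median, limit read from the data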;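 note: 0% = DMSO and -100% = 5 µM competing unlabeled TCR2 RNA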
Target sequence (Q9XUB2 whole entry, looked up): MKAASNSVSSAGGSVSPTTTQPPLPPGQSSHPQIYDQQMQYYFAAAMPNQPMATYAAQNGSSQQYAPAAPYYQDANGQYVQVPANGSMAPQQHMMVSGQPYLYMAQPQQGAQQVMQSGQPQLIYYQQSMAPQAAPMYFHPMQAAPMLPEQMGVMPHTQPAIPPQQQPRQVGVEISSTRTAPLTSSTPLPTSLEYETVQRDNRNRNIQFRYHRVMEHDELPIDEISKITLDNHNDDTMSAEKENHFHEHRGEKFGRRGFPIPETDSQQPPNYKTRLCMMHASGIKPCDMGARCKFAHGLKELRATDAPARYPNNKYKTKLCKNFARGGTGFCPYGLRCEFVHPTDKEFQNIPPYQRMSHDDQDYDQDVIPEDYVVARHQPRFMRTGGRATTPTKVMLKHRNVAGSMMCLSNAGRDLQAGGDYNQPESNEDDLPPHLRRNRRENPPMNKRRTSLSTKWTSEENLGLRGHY
MCL1-BIM inh: inhibitors of human MCL1 binding to BIM-BH3 peptide | actives 0.68% (n = 320,000) | inhibition, % at 10.9 µM | AID 2057 | GST-MCL1 / FITC-Bim-BH3 fluorescence polarization | Q07820;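 active = inhibition above the mean inhibition of all tested compounds plus 3 SD, set per campaign, cut at about 40% in these data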;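 note: 0% = DMSO wells and 100% = unlabeled Bim-BH3 peptide control; higher means more loss of mP so more displacement of Bim peptide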
* = called active by the depositor; nt = no result given. Only part of the results is shown; the hit share may differ from the screen's.

SMILES	pPAFAH FP inh	PME-1 inh	Fam108B counter	PAFAH1B2 FP inh	BCLXL inh	AHR activator	GLD-1 TGE inh	MEX-5 binding	MCL1-BIM inh
CN1C(=O)c2cccc3c(S(=O)(=O)NCCc4ccccc4)ccc1c23	0	-5	-2	5	4	1	-2	-0.5	6
COc1ccc(OC)c(/C=N/NC(=O)CCc2ccc(O)c(O)c2)c1	17	-7	6	6	28	9	2	-6.9	26
CC(=O)Nc1ccccc1NC(=O)C/C(C)=N/NC(=O)C(=O)N1CCCCC1	2	-4	-1	-1	-3	2	-2	-4.1	0
COc1ccc(-c2csc(NS(=O)(=O)c3ccc([N+](=O)[O-])cc3)n2)cc1	38*	2	2	2	8	2	1	-0.3	6
CSCCC(NC(=O)c1ccccc1Br)C(=O)NCC1CCCCC1 (stereo unspecified)	-2	2	-1	2	5	0	0	-0.3	5
O=C1CCCCN1CCc1c[nH]c2ccccc12	6	6	-1	2	2	-2	6	-0.6	-3
Cc1ccccc1NC(=O)c1snc2c(=O)[nH]cnc12	4	-3	-5	nt	3	1	-2	0.0	6
O=C(OCC(F)(F)C(F)F)c1ccccc1C(=O)Oc1ccc(F)cc1F	5	3	0	6	6	3	5	-0.6	2
CN(C)CCCC1Sc2ccccc2Sc2ccccc21 (stereo unspecified)	-4	-2	-2	1	8	-2	-1	nt	11
CCOc1cc(OCC)cc(C(=O)Nc2cccc(C(C)=O)c2)c1	-5	-5	-2	0	4	17	-2	2.9	3
COc1ccc(CNC[C@@H](CCCCN(C)Cc2ccc(OC)cc2)N2C[C@H](c3ccccc3)N(CCc3ccc(Cl)c(Cl)c3)C(=O)C2=O)cc1	3	-1	0	6	-6	3	-1	0.8	-8
CC1CCCC(C)N1C(=O)COc1ccc(F)cc1 (stereo unspecified)	-1	-1	-2	3	2	1	5	0.4	1
COCCN(C(=O)CSc1n[nH]c(-c2ccc(OC)cc2)n1)c1c(N)n(Cc2ccccc2)c(=O)[nH]c1=O	2	3	5	5	-10	3	-11	6.5	-7
COc1ccc([N+](=O)[O-])c(OC)c1C(=O)NC(=O)Nc1c(F)c(F)c(F)c(F)c1F	9	-2	5	6	2	1	-4	1.7	-4
Cc1nc(N2CCN(c3ccccn3)CC2)c2c(C)c(C(=O)Nc3ccc(F)cc3F)sc2n1	1	8	-2	-2	2	10	1	1.1	-4
Cc1nn(CC(=O)Nc2ccc3c(c2)OCO3)c(C)c1[N+](=O)[O-]	-3	-5	-1	4	0	39	5	0.1	-8
O=C(O)CCc1nnc2n(Cc3ccc(F)cc3)c(=O)c3ccccc3n12	2	4	4	7	7	0	3	0.4	-3
Cc1ccc(Nc2nc(N)nc(CN3CCN(C)CC3)n2)cc1	-1	0	-6	-1	1	8	-3	0.6	7
COc1ccc(CCNC(=O)CCCCCN2C(=O)[C@@H]3Cc4ccccc4CN3C2=O)cc1OC	1	1	0	-6	-2	-1	3	0.1	-3
NC(=O)C1CCCN(S(=O)(=O)c2ccc3ccccc3c2)C1 (stereo unspecified)	-4	8	0	3	1	0	9	-1.7	4
COc1ccc(CN2[C@@H](CC(C)=O)c3ccc(/C=C/C(C)=O)cc3S2(=O)=O)cc1	1	5	-5	7	14	2	-5	-11	8
COc1cccc(CN(C)C(=O)CCN=C2NS(=O)(=O)c3ccccc32)c1	-6	nt	nt	1	nt	4	-2	nt	nt
CCC1(C)Cc2c(sc3c2c(=O)n(C)c2nnc(SCC(=O)c4ccccc4)n32)CO1 (stereo unspecified)	-4	1	-3	0	-1	-2	11	-2.4	6
COC(=O)Cn1c(=NC(=O)c2ccc(OC)cc2)sc2cc(OC)ccc21	6	-2	2	4	2	1	13	1.1	4
COc1cc(C(=S)N2CCCC2)ccc1OCc1ccc(C)cc1	8	9	0	0	11	-1	-1	-1.4	14
O=C(c1cccs1)N(Cc1ccco1)Cc1cc2ccccc2[nH]c1=O	16	4	-4	2	6	4	7	1.7	0
Cc1ccccc1NC(=O)Nc1nnc(CC(=O)NCc2ccccc2)s1	0	-4	-3	-4	4	1	8	-1.6	-11
CCOc1c(Nc2ccc(C(C)C)cc2)c(=O)c1=O	6	10	-1	3	4	12	-3	-1.1	-1
COc1cccc(NC(=O)CSc2nnc(Cn3nnc4ccccc43)n2C)c1	2	1	5	-1	7	2	4	1.0	7
Cc1ccc(C(C)C)cc1OCC(=O)NNC(=O)Nc1ccccc1	11	-7	-2	13	1	6	4	0.5	5
Cc1cccc2nc(CNC(=O)CC3C(=O)NCCN3Cc3cccc(F)c3)cn12 (stereo unspecified)	2	3	-1	4	12	1	-8	nt	5
NS(=O)(=O)c1ccc(NC(=O)CCCC(=O)O)cc1	5	7	5	3	8	-2	-5	1.7	9
Cc1ccc(-c2nn(-c3cc(Cl)ccc3[N+](=O)[O-])c(=O)c3ccccc23)cc1	1	-13	-3	-2	-3	2	8	-0.8	0
COC(=O)[C@H](Cc1ccccc1)NC(=O)[C@@H](N)CC(=O)O	3	-3	0	3	7	-1	8	-0.3	2
O=C(COC(=O)C1CC2C=CC1C2)Nc1cccc(S(=O)(=O)N2CCCCC2)c1 (stereo unspecified)	7	-3	3	6	0	-4	-4	-1.6	-26
Cc1ccc(O)c(NC(=O)c2cc(-c3ccc(F)cc3)on2)c1	1	-8	-2	-3	5	2	10	-0.9	5
COc1ccc(CNC(=O)c2ccc3c(c2)N(C)CCS3)cc1	5	4	-2	4	21	37	7	-0.2	0
CC(C)(C)C(=O)Nc1ccc(S(=O)(=O)c2ccc(NC(=O)C(C)(C)C)cc2)cc1	-5	5	3	-4	-2	-3	-11	2.2	-1
C=CCNCCOCCOc1ccc(Cl)cc1C(C)(C)C	6	-2	1	2	7	3	11	-0.2	0
O=c1c2cn[nH]c2[nH]c(=S)n1-c1cccc2ccccc12	5	0	9	1	10	21	5	1.4	6
Cc1ccc(-c2csc3nc(C)n(N)c(=O)c23)cc1	2	0	6	-3	15	13	0	1.9	3
c1ccn2c(SCc3ccc4c(c3)OCCO4)nnc2c1	7	-5	1	4	7	1	-5	nt	1
CC1CCc2nc3ccccc3c(C(=O)OCC(=O)NC3CCS(=O)(=O)C3)c2C1 (stereo unspecified)	2	-5	2	8	-2	2	0	-0.9	-12
O=C(CC(=O)Nc1ccccc1F)Nc1ccccc1F	6	-2	2	1	1	13	2	0.9	2
COc1cc(Cl)cc2c1Sc1ccccc1/C2=C/CCN(C)C	4	-2	2	9	4	0	-2	1.3	-2
CCOC(=O)CSc1nnc(-c2ccncc2)o1	3	-1	2	2	8	-4	8	0.5	1
CCc1ccc(OC)c(S(=O)(=O)Nc2ccccc2C)c1	-1	15	3	3	6	0	5	-0.4	5
Cc1cc(C)nc(NC(=O)c2ccc(Br)cc2)n1	2	3	1	0	1	23	-6	0.5	0
COCCN(CCOC)C(=O)c1cc2c(=O)n3ccccc3nc2s1	5	-2	1	1	8	5	0	-0.8	10
CC(Sc1nc(O)c(-c2ccccc2)c(=O)[nH]1)C(=O)Nc1ccc(Cl)cc1 (stereo unspecified)	1	-1	-1	3	0	2	8	-1.0	0
Cc1ccc(-c2nnc(Oc3cccc(C)c3)c3ccccc23)cc1	-2	-6	2	8	2	6	-1	1.4	-1
CCN(CC)S(=O)(=O)c1ccc(S(=O)(=O)N2CCN(CCC#N)CC2)cc1	-2	2	2	3	9	-1	8	0.7	5
COc1cccc(CNS(=O)(=O)/C=C/c2ccc3c(c2)OCO3)c1	6	3	1	4	6	5	-1	0.7	4
Cc1occc1-c1nnc(SCC(=O)c2ccc(F)cc2)n1Cc1ccco1	8	-4	-2	0	-4	-1	-1	6.1	-1
Cc1ccc(N(CC(=O)N2CCc3ccccc32)C2=NC(=O)CS2)cc1	1	-2	-3	2	2	3	-2	-1.4	-4
Cc1ccc(CN(C)c2nc(-c3cccnc3)nc3ccccc23)o1	2	-1	-1	1	14	36	13	-0.1	16
CC(C)(C)OC(=O)NCCC(=O)N/N=C/c1cccc2cccnc12	3	6	1	6	5	2	3	-2.2	3
NC(=O)Cc1ncc(C(F)(F)F)cc1Cl	8	-6	-1	8	7	2	0	-2.2	2
Cc1ccc(C(=O)CC2(O)C(=O)N(Cc3ccc4c(c3)OCO4)c3ccccc32)cc1 (stereo unspecified)	4	6	-5	3	7	5	8	1.2	24
O=C(CSc1nnnn1C1CCCCC1)NCc1cccs1	-2	-2	4	1	-2	1	2	-0.6	-1

Quoted from the listing.
O=C(COC(=O)C1CC2C=CC1C2)Nc1cccc(S(=O)(=O)N2CCCCC2)c1 (stereo unspecified) in AHR activator: -4
c1ccn2c(SCc3ccc4c(c3)OCCO4)nnc2c1 in pPAFAH FP inh: 7

New compounds follow.
SMILES	pPAFAH FP inh	PME-1 inh	Fam108B counter	PAFAH1B2 FP inh	BCLXL inh	AHR activator	GLD-1 TGE inh	MEX-5 binding	MCL1-BIM inh
O=C(O)c1ccc(N2CCCCCC2)c(N2C(=O)c3ccccc3C2=O)c1	-1	4	-3	4	7	0	4	-1.7	2
Cc1cc(C)c(S(=O)(=O)Nc2ccc(OCC(=O)O)cc2)c(C)c1	-2	-7	2	4	2	-1	11	-1.8	0
CS(=O)(=O)N1CCCC(C(=O)NCCCN2CCN(Cc3ccccc3)CC2)C1 (stereo unspecified)	-3	-3	-1	-3	1	-3	4	1.7	7
CC(C)(C)c1ccc(C(=O)NCCCN2CCN(CCCNC(=O)c3ccc(C(C)(C)C)cc3)CC2)cc1	18	-7	2	8	4	1	1	2.6	1
O=C(COC(=O)c1ccccc1Br)NCCc1ccc(F)cc1	8	4	2	0	3	5	9	1.9	2
C1COCCNCCOCCOCCN1	4	-2	1	1	-12	4	2	-1.0	-6
CSc1ccc2c(c1)C(N1CCN(C)CC1)Cc1ccc(F)cc1S2 (stereo unspecified)	1	6	0	nt	-2	2	-1	3.8	3
COc1ccc(-n2nnnc2SCC(=O)N2CCOCC2)cc1	0	1	1	2	-3	1	3	0.2	4
Fc1ccc(OCCOCCOc2cccc3[nH]ccc23)cc1	2	-2	1	6	0	0	4	-2.5	5
CC(Sc1nc2ccccc2c(=O)n1C)C(=O)Nc1ccc2c(c1)OCCO2 (stereo unspecified)	-1	0	nt	0	3	1	6	nt	6
COc1c(-c2ccc(O)c(O)c2)oc2cc(O)cc(O)c2c1=O	13	-10	-3	8	0	2	10	-8.5	-5
COC(=O)c1cc(NC(=O)c2cccs2)ccc1N1CCOCC1	-3	-5	-2	6	4	8	0	2.3	4
OCCN(Cc1ccccc1)CC(O)COc1ccc2c(c1)OCO2 (stereo unspecified)	8	1	-1	-4	5	8	-1	0.5	3
C=CC(C)(C)c1c2occc2c(O)c2ccc(=O)oc12	2	nt	nt	9	nt	6	2	nt	nt
O=C(NCc1cccc(F)c1F)C1CCC(=O)N(C2CC2)C1 (stereo unspecified)	2	0	-4	-2	3	0	-11	0.6	1
CC[C@@H]1C=C(C(=O)O)[C@H](c2ccc(OC)c(OC)c2)N1S(=O)(=O)c1ccc(C)cc1	-1	nt	nt	1	nt	-1	-1	nt	nt
CC(C)NC(=O)c1ccccc1NC(=O)CN(c1ccc2c(c1)OCO2)S(C)(=O)=O	2	-1	2	-1	2	5	2	-0.7	-9
Cc1c(C(=O)Nc2ccc(Oc3ccccc3)cc2)sc2nc3n(c(=O)c12)CCC3	-6	-11	-15	-10	3	-7	6	-1.6	0
Cc1cccc(N(CC(=O)NC(C)C)C(=O)c2ccc(N3CCCC3)nc2)c1	-2	0	-2	0	0	-2	8	0.1	1
